# Screening data: PubChem, National Center for Advancing Translational Sciences (NCATS)
# FBPA Giardia inh: inhibitors of Giardia lamblia fructose-1,6-bisphosphate aldolase. A8B2U2. purified Giardia FBPA. Potency, µM (top dose mostly 59.6 µM), for inactives: at the highest dose activity, negative = inhibition, actives largely listed as inhibitors. 290,000 tested, 0.71% active; further: potency means the concentration at half of the fitted maximal effect; nearly all actives have a fitted effect of over 55% in size
# Target sequence (A8B2U2 whole entry, looked up): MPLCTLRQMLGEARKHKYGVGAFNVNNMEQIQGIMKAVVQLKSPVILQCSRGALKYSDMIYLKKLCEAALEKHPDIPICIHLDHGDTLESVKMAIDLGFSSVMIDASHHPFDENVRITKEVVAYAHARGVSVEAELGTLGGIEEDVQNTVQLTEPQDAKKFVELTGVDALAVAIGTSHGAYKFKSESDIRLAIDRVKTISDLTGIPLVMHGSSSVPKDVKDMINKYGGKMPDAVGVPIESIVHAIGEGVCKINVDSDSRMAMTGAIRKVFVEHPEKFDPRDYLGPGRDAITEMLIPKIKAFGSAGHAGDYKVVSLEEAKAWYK
#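 40 nM FBPA preincubated 10 min at RT with compound (up to 57.5 uM final), then substrate plus GAPDH/TPI/NAD/arsenate coupling and diaphorase/resazurin added. Fluorescence read after 20 min at RT, 525/598 nm.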
# AMA1-RON2 inh: disrupts binding of P. falciparum AMA1 to RON2; AlphaScreen AMA1-biotinylated RON2 peptide binding; Potency, µM (doses to about 58.2 µM), for inactives: at the top dose activity change, negative = inhibition, usual class: inhibitors; 360,000 tested, 0.2% active; AID 720542;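 further: potency means the concentration at half of the fitted maximal effect; 0% = vehicle wells and -100% = peptide control; nearly all actives have a fitted effect of over 45% in size; some results filed as inactive show a strong effect at the top dose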
#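 AMA1 (3D7) with his tag at 25 nM final met compounds first, then biotinylated RON2 peptide at 25 nM; detection used donor plus acceptor beads, 10 µg/mL apiece, read by AlphaScreen after 30 min at room temperature.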
# AmpC detergent: AmpC beta-lactamase inhibition with detergent present; AmpC hydrolysis of nitrocefin, absorbance 480 nm, 0.01% Triton; Potency, µM (highest dose often 114 µM), without a hit: at the top dose activity change, negative = inhibition, most hits filed as inhibitors; 370,000 tested, 0.041% active; AID 485294;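 further: potency means the concentration at half of the fitted maximal effect; 0% = no-compound wells and -100% = no-enzyme wells; nearly all actives have a fitted effect of over 25% in size; some results filed as inactive show a strong effect at the top dose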
# Target sequence (P00811 whole entry, looked up): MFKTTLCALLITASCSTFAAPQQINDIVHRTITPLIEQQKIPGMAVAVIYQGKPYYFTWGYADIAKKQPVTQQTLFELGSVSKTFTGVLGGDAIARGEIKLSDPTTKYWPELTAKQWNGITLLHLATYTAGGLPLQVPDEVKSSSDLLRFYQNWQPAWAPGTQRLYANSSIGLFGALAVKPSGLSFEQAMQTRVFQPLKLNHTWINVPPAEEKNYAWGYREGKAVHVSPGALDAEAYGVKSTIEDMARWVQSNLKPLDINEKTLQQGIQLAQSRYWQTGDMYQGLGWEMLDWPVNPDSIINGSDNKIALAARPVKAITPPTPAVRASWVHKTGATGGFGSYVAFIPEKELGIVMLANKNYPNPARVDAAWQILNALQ
#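 20 mM phosphate pH 7.0 + 0.01% (detergent screen) or 0.0001% Triton X-100; 5.3 nM AmpC reagent; cpd preinc 15 min RT; nitrocefin (800 uM stock) to start; A480 q20 s × 4 min; Activity was normalised to no-enzyme and no-compound control wells.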
# Sm TGR inh: blocks Schistosoma mansoni thioredoxin glutathione reductase | purified TGR, DTNB reduction, TNB absorbance 405 nm | Potency, µM (doses to about 114 µM), for inactives: at the top dose activity change, negative = inhibition, usual class: inhibitors | 360,000 tested, 3% active; further: potency means the concentration at half of the fitted maximal effect; nearly all actives have a fitted effect of over 60% in size
#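 TGR 20 nM + NADPH 100 uM (dispensed conc.), cpd preinc 15 min RT; start with NADPH (500 uM addition) then DTNB (15 mM addition). Kinetic TNB absorbance, 405 nm filter. Four-parameter Hill fit across titration.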
# AmpC no deterg: inhibitors of E. coli AmpC beta-lactamase without detergent; P00811; AmpC nitrocefin hydrolysis, absorbance 480 nm, 0.0001% Triton; Potency, µM (series often up to 57.1 µM), without a hit: at the top dose activity change, negative = inhibition, most hits filed as inhibitors; 330,000 tested, 0.52% active;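 further: potency means the concentration at half of the fitted maximal effect; plate controls were no compound for no effect and no enzyme for full effect; nearly all actives have a fitted effect of over 20% in size; some results filed as inactive show a strong effect at the top dose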
#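 AmpC (5.3 nM in the dispensed reagent) in 20 mM phosphate pH 7.0 with 0.01% (detergent screen) or 0.0001% Triton X-100 was preincubated with compounds for 15 min at room temperature. Nitrocefin was then added from an 800 uM solution, and hydrolysis was followed at 480 nm.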
# HCMV antiviral: human cytomegalovirus inhibition | 410,000 tested, 4.5% active | AID 1259415 | activity change, negative = inhibition, % at 57.5 µM | HFF cells, HCMV-luciferase reporter, 72 h; active compounds read low; in the data active means activity change below about -60%; inconclusive means no clear call, values can overlap the other calls; inactive means above about -39%
#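 HFF cells seeded 16 h at 37C, treated with compounds, infected with luciferase-reporter HCMV at MOI 1 PFU/cell; luciferase read at 72 h post infection, normalized to buffer-only and Salinomycin controls.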
# Active calls of the source: *; ? = inconclusive; · = not tested or not shown; & = joins results of further samples; [ ] = dose if it differs, or a comment. Unless noted, the call rests on the fitted dose curve; in most records, active means well fitted curve in the direction sought with a large enough effect; inconclusive means small, poorly fitted or top-dose-only effect, or another doubt; inactive means no such curve, though single readings can be large; an effect the other way counts as inactive or inconclusive. Unless noted, on the % scale 0 is the no-effect control and ±100 the full control effect.
molecule	AmpC detergent	Sm TGR inh	AmpC no deterg	AMA1-RON2 inh	HCMV antiviral	FBPA Giardia inh
CCOc1cc(/C=C2\C(=O)ON=C2c2ccccc2)cc(Br)c1O	1.5%	1.41µM*	-19.3%	-15.4%	-21.6	-16.8%
N#Cc1cnn(-c2ccccc2)c1N	-8.2%	-2.3%	-9.1%	-7.4%	-30.2	0.4%
CC(C)CC(NC(N)=O)C(=O)OCC(=O)NC(=O)NC1CCCC1 (stereo not drawn)	-15.0%	1.8%	-6.6%	6.5%	66.1	1.5%
CCc1ccc(NC(=O)C(C)OC(=O)c2cccc(S(=O)(=O)N3CCc4ccccc4C3)c2)cc1 (stereo not drawn)	-10.0%	-5.4%	-33.9%	-14.9%	32.4	-1.4%
O=C(Nc1ccon1)c1ccc(F)c(S(=O)(=O)N2CCCCC2)c1	1.4%	-21.8%	-7.6%	-9.2%	?	-1.7%
Cc1ccc(Nc2nnc(SCC(=O)c3cc4ccccc4o3)s2)cc1C	-0.9%	-2.4%	-43.5%	74.2%[activator]	118.4	14.2%
CCCN1C2CCCC1CC(NC(=O)Nc1ccc(C(C)C)cc1)C2 (stereo not drawn)	0.1%	9.7%	-14.0%	-8.4%	-2.2	0.1%
Cc1ccc(N2CN=C(c3ccccc3)NC2=S)cc1	-1.2%	-5.9%	-4.2%	3.4%	?	-4.7%
CCCCCCCCSc1nnc2[nH]c(=O)cc(N)n12	3.7%	7.5%	-25.5%	27.7%	-16.5	12.1%
COc1ccc(NC(=O)CSCc2cc(=O)n3c(C)csc3n2)cc1	-1.8%	-3.3%	-19.3%	5.2%	-2.5	-10.3%
CC(=O)NCCc1cc2ccc(C)cc2[nH]c1=O	-6.7%	-13.5%	-18.3%	7.5%	95.1	-0.4%
COc1ccc(N(C(=O)C(C)C)S(=O)(=O)c2cccc([N+](=O)[O-])c2)cc1	-4.4%	·	-9.6%	-19.2%	-31.0	0.1%
CN(C)S(=O)(=O)c1cccc(NC(=O)c2ccc(S(=O)(=O)N3CCCC3)cc2)c1	-8.8%	1.5%	-31.9%	-10.4%	-15.8	·
C=C(C)C(=O)Nc1ccc(NC(C)C)cc1	?	-12.1%	-7.5%	-10.4%	-12.3	2.6%
COc1ccccc1C(=O)NC(=O)COC(=O)CNC(=O)c1ccccc1	?	-0.3%	-15.3%	-9.7%	1.7	·
O=[N+]([O-])c1cc([N+](=O)[O-])c(Oc2cccc(Cl)c2Cl)cc1NN1CCCCC1	-5.3%	-0.1%	-18.8%	-7.5%	-8.9	10.6%
Cc1c(Cl)cccc1NC(=O)C1CCCN(C(=O)c2cnn(-c3ccccc3)c2-n2cccc2)C1 (stereo not drawn)	15.1%	-1.0%	·	·	-29.6	·
CCOC(=O)C1=C(CN2CCN(c3ccccc3F)CC2)NC(=O)NC1c1ccc(Cl)cc1 (stereo not drawn)	2.1%	-1.3%	·	·	-7.6	·
Cc1ccccc1S(=O)(=O)/N=C(/Nc1nc2ccccc2s1)c1ccccc1	·	·	-32.5%	6.0%	5.9	·
NC(=O)C1(N2CCCCC2)CCN(C(=S)Nc2ccc(F)cc2)CC1	2.4%	7.5%	-17.3%	-7.4%	-11.2	0.4%
COc1cccc(CNC(=O)CCNS(=O)(=O)c2cccc3nsnc23)c1	2.5%&-5.8%	7.9%&-6.3%	-11.3%	0.8%	12.8&6.2	0.2%
O=C(NN1CCOCC1)c1ccc(Cl)c(Cl)c1	-2.4%	-35.5%	-0.7%	14.4%	-7.0	·
CC1(C)CC(NC(=O)c2cc(COc3cccc(C(F)(F)F)c3)on2)CCO1 (stereo not drawn)	-13.2%	-2.2%	104.7%[activator]	5.9%	-2.6	12.1%
COc1ccc(C2C(=O)N(C3CCCCCC3)CC(=O)N2Cc2ccccc2)cc1OC (stereo not drawn)	-0.4%	8.8%	0.3%	-5.2%	-6.9	·
O=C(C[C@H]1C/C=C\C[C@@H](NC(=O)OCC2c3ccccc3-c3ccccc32)C(=O)O[C@@H](c2ccccc2)CNC1=O)N[C@H](CO)Cc1ccccc1	·	·	185.3%[activator]	-0.2%	-86.9*	·

# For reference, some entries already given.
molecule	AmpC detergent	Sm TGR inh	AmpC no deterg	AMA1-RON2 inh	HCMV antiviral	FBPA Giardia inh
CCOc1cc(/C=C2\C(=O)ON=C2c2ccccc2)cc(Br)c1O	1.5%	1.41µM*	-19.3%	-15.4%	-21.6	-16.8%
N#Cc1cnn(-c2ccccc2)c1N	-8.2%	-2.3%	-9.1%	-7.4%	-30.2	0.4%
CC(C)CC(NC(N)=O)C(=O)OCC(=O)NC(=O)NC1CCCC1 (stereo not drawn)	-15.0%	1.8%	-6.6%	6.5%	66.1	1.5%
CCc1ccc(NC(=O)C(C)OC(=O)c2cccc(S(=O)(=O)N3CCc4ccccc4C3)c2)cc1 (stereo not drawn)	-10.0%	-5.4%	-33.9%	-14.9%	32.4	-1.4%
O=C(Nc1ccon1)c1ccc(F)c(S(=O)(=O)N2CCCCC2)c1	1.4%	-21.8%	-7.6%	-9.2%	?	-1.7%

# The main list resumes, repeating the three entries before the break.
molecule	AmpC detergent	Sm TGR inh	AmpC no deterg	AMA1-RON2 inh	HCMV antiviral	FBPA Giardia inh
CC1(C)CC(NC(=O)c2cc(COc3cccc(C(F)(F)F)c3)on2)CCO1 (stereo not drawn)	-13.2%	-2.2%	104.7%[activator]	5.9%	-2.6	12.1%
COc1ccc(C2C(=O)N(C3CCCCCC3)CC(=O)N2Cc2ccccc2)cc1OC (stereo not drawn)	-0.4%	8.8%	0.3%	-5.2%	-6.9	·
O=C(C[C@H]1C/C=C\C[C@@H](NC(=O)OCC2c3ccccc3-c3ccccc32)C(=O)O[C@@H](c2ccccc2)CNC1=O)N[C@H](CO)Cc1ccccc1	·	·	185.3%[activator]	-0.2%	-86.9*	·
O=S(=O)(Cc1ccccc1)N(O)c1ccccc1	-9.9%	-22.2%	-31.3%	4.7%	?	-4.9%
N=c1c(C(=O)NCc2ccc(F)cc2)cc2c(=O)n3ccccc3nc2n1CCCN1CCOCC1	?	0.0%	6.1%	6.2%	?	-0.4%
CCCCN1C(=O)C(O)(c2c[nH]c3ccccc23)c2cc(Br)ccc21 (stereo not drawn)	-1.2%	1.0%	·	·	-13.1	·
COc1cccc(NC(=O)CN(C)C(=O)c2cccnc2Sc2ccc(C)c(C)c2)c1	-18.7%	1.1%	1.2%	16.2%	11.5	·
Cc1cc(Nc2ccc(C)c(F)c2)n2ncnc2n1	-9.9%	-8.4%	122.7%[activator]	9.8%	-7.4	-3.7%
Cc1ccc2c(c1)N/C(=C(\C=C(/Cl)[N+](=O)[O-])[N+](=O)[O-])N2	5.9%	8.91µM*	-27.7%	·	·	?
CC(C)CCN(C(=O)Cc1ccc(Cl)c(Cl)c1)c1c(N)n(Cc2ccccc2)c(=O)[nH]c1=O	0.8%	-2.3%	-35.9%	1.0%	-31.1	1.0%

# Entries of single compounds, looked up by structure. Screens in order: AmpC detergent, Sm TGR inh, AmpC no deterg, AMA1-RON2 inh, HCMV antiviral, FBPA Giardia inh
# CCCCN1C(=O)C(O)(c2c[nH]c3ccccc23)c2cc(Br)ccc21 (stereo not drawn) is entered as -1.2%, 1.0%, ·, ·, -13.1, ·
# Cc1cc(Nc2ccc(C)c(F)c2)n2ncnc2n1 is entered as -9.9%, -8.4%, 122.7%[activator], 9.8%, -7.4, -3.7%
# N=c1c(C(=O)NCc2ccc(F)cc2)cc2c(=O)n3ccccc3nc2n1CCCN1CCOCC1 is entered as ?, 0.0%, 6.1%, 6.2%, ?, -0.4%
